Source: PubChem (National Center for Advancing Translational Sciences (NCATS))
RGS12 GoLoco inh: blocks human Gai1 binding to RGS12 GoLoco peptide, red readout. 230,000 tested, 0.44% active. Gai1:RGS12 GoLoco peptide FP, rhodamine, 10 min. Potency, µM (doses to about 61.6 µM), for the others: at the highest dose activity, negative = inhibition, most hits filed as inhibitors. P63096; active = well fitted inhibition curve with a large enough effect, not every such curve was filed as active; inactive = no such curve, though single readings can be large or run the other way; also: % is scaled to controls: 0 for no effect and ±100 for the full control effect; nearly all actives have a fitted effect of over 30% in size; many of its hits are not listed in these tables
Target sequence (P63096 whole entry, looked up): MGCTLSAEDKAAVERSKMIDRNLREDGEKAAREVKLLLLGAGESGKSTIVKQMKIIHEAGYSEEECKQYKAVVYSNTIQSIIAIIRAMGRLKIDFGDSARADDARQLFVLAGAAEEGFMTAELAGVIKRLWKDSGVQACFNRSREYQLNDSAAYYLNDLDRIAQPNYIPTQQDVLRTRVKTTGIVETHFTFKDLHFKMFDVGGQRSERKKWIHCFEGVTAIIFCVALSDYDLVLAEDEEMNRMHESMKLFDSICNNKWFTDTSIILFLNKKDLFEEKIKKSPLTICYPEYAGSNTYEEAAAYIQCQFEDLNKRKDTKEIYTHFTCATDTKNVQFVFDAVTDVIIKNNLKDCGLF
JMJD2E inh: blocks human JMJD2E demethylase activity; B2RXH2; JMJD2E catalytic domain, FDH-coupled NADH fluorescence (FDH is formaldehyde dehydrogenase); Potency, µM (top dose mostly 57.1 µM), without a hit: at the highest dose activity change, negative = inhibition, most hits filed as inhibitors; 230,000 tested, 1.6% active; AID 2147; active = well fitted inhibition curve with a large enough effect, not every such curve was filed as active; inconclusive = small, poorly fitted or top-dose-only effect, or another doubt; inactive = no such curve, though single readings can be large or run the other way;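 also: 0% = wells with enzyme and -100% = buffer wells without enzyme; nearly all actives have a fitted effect of over 50% in size; many of its hits are not listed in these tables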
Target sequence (B2RXH2 1-337 limits assumed): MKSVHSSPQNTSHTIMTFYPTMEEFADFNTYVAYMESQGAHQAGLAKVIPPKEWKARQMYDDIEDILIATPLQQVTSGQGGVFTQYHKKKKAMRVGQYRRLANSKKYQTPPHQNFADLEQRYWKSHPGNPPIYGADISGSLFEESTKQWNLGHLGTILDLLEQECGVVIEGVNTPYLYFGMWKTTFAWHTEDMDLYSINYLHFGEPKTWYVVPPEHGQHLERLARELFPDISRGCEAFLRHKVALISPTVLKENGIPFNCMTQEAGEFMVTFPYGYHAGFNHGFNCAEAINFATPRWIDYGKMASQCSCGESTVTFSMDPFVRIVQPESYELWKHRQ
NPSR antagonist: blocks cAMP signaling of the human neuropeptide S receptor | 220,000 tested, 1% active | Potency, µM (highest dose often 38.3 µM), inactives show at the top dose activity change, negative = inhibition, hits mostly inhibitors | AID 1461 | CHO-NPSR cells, cAMP TR-FRET, antagonist mode | Q6W5P4; also: % is scaled to controls: 0 for no effect and ±100 for the full control effect; nearly all actives have a fitted effect of over 50% in size; many of its hits are not listed in these tables
Epigenetic reg: regulators of epigenetic silencing causing reporter derepression in mouse cells; murine LDR cells, GFP reporter derepression, 30 h; Potency, µM (top dose mostly 53.9 µM), for inactives: at the top dose GFP activation, actives largely listed as activators; 280,000 tested, 0.2% active; AID 1865; also: % of control where 0% means no effect; nearly all actives have a fitted effect of over 60% in size
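Reporter derepression read as number of fluorescent GFP-positive objects, 20-120 um in size, counted by laser-scanning cytometer. Mouse LDR line with an epigenetically silenced CMV-GFP locus; compound incubation 30 h, 37 C.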
SMN2 splice up: increases expression of the SMN2 splice variant; Potency, µM (doses to about 46.1 µM), for the others: at the top dose activity change, positive = activation, hits mostly activators; 210,000 tested, 2.8% active; HEK293 SMN2-luciferase splicing reporter, luminescence, 30-36 h; also: % of control where 0% means no effect; nearly all actives have a fitted effect of over 55% in size
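qHTS luciferase splicing reporter: luminescence rises when SMN2 exon 7 is included in transfected HEK293 cells. Compound exposure lasted 30-36 h at 37C, with 4.5 mM final sodium butyrate as control, followed by a ONE-Glo read.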
RECQ1 helicase: inhibitors of human RECQ1 DNA helicase | 240,000 tested, 0.54% active | RECQ1 DNA unwinding, red fluorescence kinetic read | Potency, µM (series often up to 57.3 µM), inactives show top-dose activity, negative = inhibition, actives largely listed as inhibitors;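 also: plate controls were vehicle for no effect and no enzyme for full effect; nearly all actives have a fitted effect of over 30% in size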
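50 nM RECQ1T1 preincubated 15 min with compound in Tris pH 8.0 buffer with MgCl2, DTT, Tween-20 and 2.5 ug/ml poly(dI-dC); started with 200 nM TAMRA/BHQ-2 forked duplex and 2 mM ATP. Unwinding read as fluorescence (525/598 nm), two reads 2 h apart.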
KinaseGlo FLuc: counter-screen: inhibitors of Kinase-Glo firefly luciferase; Q27757; Kinase-Glo luciferase, ATP luminescence, 8 min; Potency, µM (titrated, usually from 38.3 µM), without a hit: at the top dose activity change, negative = inhibition, usual class: inhibitors; 200,000 tested, 0.28% active; AID 1379; also: % is scaled to controls: 0 for no effect and ±100 for the full control effect; nearly all actives have a fitted effect of over 60% in size
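Luminescence was the read-out, taken after 8-minute incubation at ambient temperature. Luciferase turned over luciferin with 10 uM ATP in imidazole pH 7.2 buffer containing KCl, MgCl2, Tween 20 and BSA.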
IMPase Li cell: IMPase inhibition in cells with lithium potentiation; AID 1457; CHO-M1 cells, IP1 TR-FRET (IP-One), carbachol + lithium; Potency, µM (highest dose often 59.4 µM), for the others: at the top dose activity, negative = IMPase inhibition, hits mostly inhibitors; 210,000 tested, 0.35% active;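 also: IP1 builds up when IMPase is blocked and the TR-FRET signal falls; plate controls were basal vehicle for no effect and high inhibitor control for full effect; nearly all actives have a fitted effect of over 50% in size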
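Concentration–response in CHO-M1 cells, lithium-potentiated; 30 min at 37C. IP1 detected by competitive TR-FRET after 10 min lysis at RT. Hill-fitted AC50.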
* marks the source's active call; other numbers are inactive results; i = inactive; ? = inconclusive; . = no result given; & = joins results of further samples; [ ] = another dose, or the depositor's remark. Unless noted, calls follow the shape of the dose curve; as a rule, active = well fitted curve in the direction sought with a large enough effect; inconclusive = small, poorly fitted or top-dose-only effect, or another doubt; inactive = no such curve, though single readings can be large; an effect the other way counts as inactive or inconclusive. Potency is read from the fitted curve at half-maximal effect. Not all compounds are listed (hit frequency here may not be typical).

Results follow in this order: RGS12 GoLoco inh	JMJD2E inh	NPSR antagonist	Epigenetic reg	SMN2 splice up	RECQ1 helicase	KinaseGlo FLuc	IMPase Li cell
- CCCN(CCC)C(=O)Cc1c(-c2ccc(Cl)cc2)nc2c(Cl)cc(Cl)cn12
 : 9%	5%	?	-0.1%	4%	i	-3%	10µM*
- C=CCN1C(=O)c2ccccc2Sc2ccc(C(=O)N3CCC4(CC3)OCCO4)cc21
 : 5%	2%	-19%[46.1 µM]	-0.8%	-42%[inhibitor]	-2%	1%	0%[38.3 µM]
- CN1[C@@H]2CC[C@H]1CC(OC(=O)C1C=Nc3ccccc31)C2 (some centres not stated)
 : 12%	-22%	-2%	-1.0%	-7%	-8%	-1%	19%
- COc1ccc(OC)c(/C=N/OC(=O)Nc2ccc(Cl)cc2)c1
 : 2%	?	-9%	1.5%	7%	-1%	-1%	-11%
- CC(C)C(=O)c1cn(Cc2ccc(C#N)cc2)c2ccccc12
 : 2%	9%	-15%[46.1 µM]	-1.0%	-6%	-5%	-1%	17%
- CN(CCCC(=O)c1cccnc1)N=O
 : 4%	.	.	6.3%	4%	1%	.	-31%
- Cc1c(C(=O)N2CCC3(CC2)OCCO3)sc2ncnc(N(C)c3ccccc3)c12
 : 7%	-3%	-9%[46.1 µM]	-0.1%	-8%	i	1%	-26%[38.3 µM]
- c1ccc(-c2[nH]c[n+](CC3CO3)c2-c2ccccc2)cc1 (configuration not stated)
 : -5%	-13%	-18%[46.1 µM]	0.0%	5%	-16%	0%	10%
- BrCC(Br)C1CCC(Br)C(Br)C1 (configuration not stated)
 : 5%	.	.	.	-2%	17%	.	24%
- O=C1NC(=O)N(c2ccccc2)C(=O)/C1=C/c1ccc2c(c1)Cc1ccccc1-2
 : 29%	?	-31%	-3.1%	11%	-2%	9%	-9%
- CCOP(=O)(OCC)C(NC(=O)c1ccccc1Cl)=C(Cl)Cl
 : 5%	-4%	-4%[46.1 µM]	0.1%	2%	-11%	-1%	24%[38.3 µM]
- CCC(=O)N1CCN(CCN=Cc2c(O)n(C)c(=O)n(C)c2=O)CC1
 : -4%	-13%	-11%[46.1 µM]	0.0%	14%	-8%	11%	-30%[38.3 µM]
- CC1=C/C(=N\NC(=S)NCCc2ccccc2)CC(C)(C)C1
 : 8%	22%	-32%	-0.3%	?	-11%	3%	11%
- CCNc1nc(Cl)nc(NC(C)C)n1
 : -1%&-14%&2%	-4%&0%	19%	4.1%&1.2%	7%&0%&-8%	10%	-7%&5%	5%&-7%&-2%
- COc1ccc(CN2CCCCC2c2cccnc2)cc1C (configuration not stated)
 : -1%	-3%	-16%[46.1 µM]	0.4%	-25%	14%	-7%	7%[38.3 µM]
- Cc1nnc2n1-c1ccc(Br)cc1C(c1ccccc1Cl)=NC2
 : 0%	-1%	-27%[46.1 µM]	0.8%	2%	-8%	0%	-2%[38.3 µM]
- CN1Cc2c(c(C#N)c(N)n(C)c2=S)CC1(C)C
 : -51%	?	-7%	-3.3%	.	10%	5%	5%
- O=P(O)(O)Cc1ccccc1OP(=O)(c1ccccc1)c1ccccc1
 : 4%	7%	-2%[46.1 µM]	-1.0%	19%	1%	0%	-5%[38.3 µM]
- CCSc1cc(C2C(C#N)=C(N)Oc3n[nH]c(C)c32)c(C)o1 (configuration not stated)
 : 7%	-10%	-10%[46.1 µM]	9.8%	?	-2%	-3%	45%[activator][38.3 µM]
- CN1C2C=C(N(C(=O)c3ccc(Cl)cc3)c3ccccc3)CC1CC2 (configuration not stated)
 : -12%	-1%	-21%[46.1 µM]	1.7%	-4%	-4%	-1%	13%[38.3 µM]
- O=C(O)CCn1cc(C=C2C(=O)NC(=O)NC2=O)c(-c2ccc(Br)cc2)n1
 : 7%	?	10%	-1.9%	13%	-7%	-1%	-12%
- Cc1ccnc(NS(=O)(=O)c2ccc(N=Cc3c(O)n(C)c(=O)n(C)c3=O)cc2)n1
 : -4%	?	9%	-1.9%	-4%	2%	0%	-1%
- CCCCNC(=O)Nc1ccc(C(O)(C(=O)OC)C(F)(F)F)cc1 (configuration not stated)
 : .	-2%	2%[46.1 µM]	-7.2%	.	-12%	.	.
- Cc1cc(OC(=O)c2cccs2)c2c3c(c(=O)oc2c1)CCCC3
 : -1%	-13%	-11%	0.0%	-85%[inhibitor]	-1%	-2%	15%
- O=NN(c1ccccc1)c1ccccc1
 : -1%	.	.	.	-6%	-17%	.	9%
- CC[C@]1(O)CC(O[C@@H]2CC(N(C)C)C(O)C(C)O2)c2c(cc3c(c2O)C(=O)c2c(O)cccc2C3=O)C1C(=O)OC (some centres not stated)
 : 1%	-21%	.	6.3µM*	0.79µM*	10µM*	-10%	5%
- Nc1c(C(=O)NCC2CCCO2)c2nc3ccccc3nc2n1Cc1ccco1 (configuration not stated)
 : 21%	2%	-19%	25µM*	.	-15%	.	.
- N/C(=N/[N+](=O)[O-])N1CCN(C(=O)c2ccc(Cl)cc2)CC1
 : -3%	11%	4%	-2.7%	2%	-1%	0%	12%
- COc1cc2c(cc1OC)C(C(=O)NC(C)C)C1CCCCN1C2=O (configuration not stated)
 : 0%	15%	4%	5.7%	.	-2%	.	.
- O=C(O)CCCOc1ccc(Cl)cc1Cl
 : 6%	4%	.	-1.4%	18%	-4%	0%	4%
- CN(C)CCNC(=O)c1cccn(Cc2cc(C(F)(F)F)cc(C(F)(F)F)c2)c1=O
 : -7%	?	6%	-0.5%	7%	i	0%	-3%
- COc1ccc(OC)c(N2C(=O)NC(=O)C(CCc3ccncc3)(CCc3ccncc3)C2=O)c1
 : 6%	-2%	-13%[46.1 µM]	0.0%	8%	-4%	-2%	3%
- CN1CCCC(C(=O)c2ccccc2)C1 (configuration not stated)
 : 9%	-5%	5%[46.1 µM]	-0.4%	0%	0%	3%	14%[38.3 µM]
- O=c1[nH]c(=O)n(-c2ccc(F)cc2)c(O)c1C=NCCN1CCCCC1
 : 9%	15%	-20%	0.5%	.	-9%	.	.
- CCCCOC(=O)C1=C(N)OC2=C(C(=O)CCC2)[C@]12C(=O)Nc1ccccc12
 : 8%	-5%	-4%[46.1 µM]	0.0%	23%	14%	0%	3%[38.3 µM]
- N#CCCn1cc(C=C2C(=O)NC(=O)NC2=O)c(-c2ccccc2)n1
 : 11%	-17%	7%	0.0%	-1%	-4%	-6%	1%
- Cc1ccc(C(=O)n2c(N)nc3ccccc32)cc1
 : 10%	35µM*	-28%	-3.5%	0.4µM*	-3%	11µM*	10%
- O=C(O)[C@H]1NC[C@H]2C[C@H]21
 : -6%	-7%	-16%	7.5%	.	0%	4%	-4%
- O=[N+]([O-])c1ccccc1O
 : 1%	.	.	.	-1%	-19%	.	12%
- CCCCNC(=O)CN1C(=O)CN=C(c2ccccc2)c2ccccc21
 : 1%	1%	11%	-1.6%	.	0%	.	.
- O=C(O)C(Br)CBr (configuration not stated)
 : -11%	.	.	.	-10%	11%	.	7%
- CC(C)CNC(=O)c1c(N)n(Cc2ccco2)c2nc3ccccc3nc12
 : 20%	?	10µM*	2.2%	-8%	-26%	-1%	35%[38.3 µM]
- C=CC(=O)NCNC(=O)C=C
 : 3%	.	.	.	10%	17%	.	14%
- FC(F)(F)c1ccc(CN2CCNCC2)cc1
 : 7%	-6%	12%	1.3%	4%	i	-1%	7%
- O=C(N/N=C/c1c(O)n(Cc2ccccc2)c(=O)[nH]c1=O)c1ccccc1
 : 3%	?	-9%[46.1 µM]	0.0%	12%	-11%	1%	9%
- O=C(Nc1ccc(Cl)cc1)Nc1nccs1
 : 6%	9%	2%[46.1 µM]	-2.3%	?	-12%	0%	-18%[38.3 µM]
- COc1ccc(C2SCC(=O)Nc3c2c(=O)[nH]n3C2CCCCCC2)cc1OC (configuration not stated)
 : -1%	-2%	12%[46.1 µM]	0.7%	-1%	-15%	0%	-11%[38.3 µM]
- CCOc1cccc(N2C(=O)CC(=O)NC2=O)c1
 : 13%	2%	0%[46.1 µM]	-1.1%	?	-3%	2%	14%[38.3 µM]

A run of entries from further up, as a working copy:
Results follow in this order: RGS12 GoLoco inh	JMJD2E inh	NPSR antagonist	Epigenetic reg	SMN2 splice up	RECQ1 helicase	KinaseGlo FLuc	IMPase Li cell
- CN(C)CCNC(=O)c1cccn(Cc2cc(C(F)(F)F)cc(C(F)(F)F)c2)c1=O
 : -7%	?	6%	-0.5%	7%	i	0%	-3%
- COc1ccc(OC)c(N2C(=O)NC(=O)C(CCc3ccncc3)(CCc3ccncc3)C2=O)c1
 : 6%	-2%	-13%[46.1 µM]	0.0%	8%	-4%	-2%	3%
- CN1CCCC(C(=O)c2ccccc2)C1 (configuration not stated)
 : 9%	-5%	5%[46.1 µM]	-0.4%	0%	0%	3%	14%[38.3 µM]
- O=c1[nH]c(=O)n(-c2ccc(F)cc2)c(O)c1C=NCCN1CCCCC1
 : 9%	15%	-20%	0.5%	.	-9%	.	.
- CCCCOC(=O)C1=C(N)OC2=C(C(=O)CCC2)[C@]12C(=O)Nc1ccccc12
 : 8%	-5%	-4%[46.1 µM]	0.0%	23%	14%	0%	3%[38.3 µM]
- N#CCCn1cc(C=C2C(=O)NC(=O)NC2=O)c(-c2ccccc2)n1
 : 11%	-17%	7%	0.0%	-1%	-4%	-6%	1%
- Cc1ccc(C(=O)n2c(N)nc3ccccc32)cc1
 : 10%	35µM*	-28%	-3.5%	0.4µM*	-3%	11µM*	10%
- O=C(O)[C@H]1NC[C@H]2C[C@H]21
 : -6%	-7%	-16%	7.5%	.	0%	4%	-4%
- O=[N+]([O-])c1ccccc1O
 : 1%	.	.	.	-1%	-19%	.	12%
